Compound activity deposited in PubChem by several laboratories.
SARS 3CLpro inh: SARS-CoV 3CLpro protease inhibition | recombinant SARS-CoV 3CLpro, quenched FRET peptide cleavage | inhibition, % at 6 µM | actives 0.14% (n = 290,000) | AID 1706; in the data active = inhibition above about 12%
TcdB GH inh: inhibitors of Clostridioides difficile toxin B glycohydrolase; TcdB glycohydrolase enzymatic assay, plate reader; inhibition, % at 9.99 µM; actives 0.24% (n = 350,000); AID 652162; in the data active = inhibition above about 10%
BH1578 lux ind: quorum light induction in luxS cqsA deficient V. cholerae; V. cholerae BH1578 lux reporter, luminescence, 6 h; activation, % at 18.7 µM; actives 0.16% (n = 350,000); in the data active = activation mostly above about 9.7%, no sharp cut-off; inconclusive = no clear call, values can overlap the other calls; inactive = mostly below about 3.7%; note: not every result past the cut was called active; inactives centre near 0; reference of the scale not given here
MazEF act: increases E. coli MazEF RNase cleavage of RNA; P0AE70; FAM/BHQ RNA-DNA oligo cleavage fluorescence, 5 h; activation, % at 20 µM; actives 0.32% (n = 350,000); AID 504720; in the data active = activation above about 50%
Target sequence (P0AE70 whole entry, looked up): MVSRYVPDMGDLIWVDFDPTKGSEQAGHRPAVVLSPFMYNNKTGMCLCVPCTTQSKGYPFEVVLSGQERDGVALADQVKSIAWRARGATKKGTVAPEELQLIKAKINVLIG
Rv3671c inh: inhibits the M. tuberculosis serine protease Rv3671c | P9WHR9 | inhibition, % at 5.96 µM | actives 0.048% (n = 320,000); in the data active = inhibition above about 38%;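 note: extracellular domain of Rv3671c used as enzyme; 0% = enzyme with DMSO and 100% = no enzyme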
Target sequence (P9WHR9 whole entry, looked up, the tested form may be a part): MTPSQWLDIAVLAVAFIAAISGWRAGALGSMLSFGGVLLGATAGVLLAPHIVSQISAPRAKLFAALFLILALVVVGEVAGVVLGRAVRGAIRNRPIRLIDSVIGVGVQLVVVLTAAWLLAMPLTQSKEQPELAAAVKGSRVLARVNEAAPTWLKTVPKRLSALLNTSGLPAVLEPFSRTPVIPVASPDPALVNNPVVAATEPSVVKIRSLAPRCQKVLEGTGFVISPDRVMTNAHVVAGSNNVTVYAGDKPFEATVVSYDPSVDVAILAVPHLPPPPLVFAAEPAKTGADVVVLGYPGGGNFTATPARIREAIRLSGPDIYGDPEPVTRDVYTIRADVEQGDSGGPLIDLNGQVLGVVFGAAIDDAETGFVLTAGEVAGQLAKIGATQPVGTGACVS
PrPC surface inh: cell surface PrPC inhibition, primary TR-FRET screen; inhibition, % at 13.8 µM; actives 0.43% (n = 370,000); P04156; TR-FRET read-out; in the data active = inhibition above about 24%; note: 0% = median of the test wells and 100% = reference compound wells
Y pestis TopoI: inhibitors of Yersinia pestis topoisomerase I. activity, % at 10 µM. actives 0.064% (n = 360,000). Y. pestis Topo-I cleavage product accumulation, plate reader; in the data active = activity above about 50%, passing the limit was not always enough; inconclusive = no clear call, values can overlap the other calls; note: inactives centre near 2
VHR inh abs: blocks human VHR1 dual specificity phosphatase; AID 1654; actives 0.52% (n = 290,000); recombinant VHR phosphatase, pNPP absorbance; P51452; inhibition, % at 13.3 µM; in the data active = inhibition above about 50%; note: some compounds called inactive have numbers as strong as hits
Target sequence (P51452 whole entry, looked up): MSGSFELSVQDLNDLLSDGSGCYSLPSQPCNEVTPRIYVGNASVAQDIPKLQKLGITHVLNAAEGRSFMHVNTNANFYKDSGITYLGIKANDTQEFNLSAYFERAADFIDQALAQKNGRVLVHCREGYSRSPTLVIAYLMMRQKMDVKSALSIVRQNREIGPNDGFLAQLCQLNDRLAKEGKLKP
CCHFV vOTU inh: blocks the CCHF virus ovarian tumor domain protease; CCHFV vOTU protease, Pep-AMC fluorescence; inhibition, % at 11.5 µM; actives 0.55% (n = 370,000); in the data active = inhibition above about 30%; note: 0% = vehicle wells with enzyme and 100% = no enzyme wells
PriA SSB inh: K. pneumoniae PriA-SSBct interaction inhibition. AlphaScreen SSBct-PriA binding, biotinylated peptide. inhibition, % at 33 µM. actives 0.6% (n = 430,000). AID 1272365; in the data active = inhibition mostly above about 37%, no sharp cut-off; inactive = mostly below about 20%;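 note: plate controls were negative control peptide for no effect and reference peptide for full effect; strong numbers were not always called active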
Numbers without * were called inactive; i = inactive; ? = inconclusive; nt = no result given; & = joins results of further samples. Some of the compounds tested; the hit share may differ from the screen's.

SMILES | SARS 3CLpro inh | TcdB GH inh | BH1578 lux ind | MazEF act | Rv3671c inh | PrPC surface inh | Y pestis TopoI | VHR inh abs | CCHFV vOTU inh | PriA SSB inh
CC(C)c1ccc(NC(=S)N2CCCC(c3ccc(F)cc3)=N2)cc1 | 8 | -1.3 | i | -14 | -7 | 2 | 2 | -23 | -9 | -4
O=C(CSCC(=O)N1CCCCC1)Nc1nc(-c2cccs2)cs1 | 1 | 2.8 | -0.3 | 1 | -7 | 5 | 24 | 29 | -1 | 0
COc1ccc(S(=O)(=O)N(C)C)cc1NC(=O)COC(=O)Cn1cnc2ccccc2c1=O | nt | 0.7 | -2.1 | -1 | -5 | -8 | -2 | nt | -3 | -2
COc1ccc(Cl)cc1N(CC(=O)Nc1ccccc1SC)S(C)(=O)=O | 4 | 1.2 | -2.6 | -1 | 0 | 11 | 2 | -5 | 19 | 5
CC(C)c1ccc(-c2nc(N3CCCC3)nc3n[nH]c(N)c23)cc1 | 4 | nt | i | 14 | -2 | 9 | 14 | 26 | -7 | -24
CC(C)N1C(=O)C(=O)N(CC(=O)N(C)c2ccccc2)C1=O | nt | 2.4 | -2.7 | 6 | -11 | -4 | -7 | nt | -12 | -10
Cc1cccc(NC(=O)c2ccc(C(=O)c3ccccc3)cc2)n1 | nt | 2.8 | 0.7 | -5 | -5 | 4 | 15 | nt | 12 | -14
Cn1c(CCn2ccccc2=O)nc2cc(NC(=O)COc3ccccc3)ccc21 | -3 | 0.6 | -0.1 | 7 | 5 | -4 | 10 | 20 | 6 | -9
CC1CCC(NC(=O)CSc2ccc(S(=O)(=O)N(C)C)cn2)CC1 (configuration not stated) | nt | -0.2 | -7.1 | 3 | -7 | 4 | -7 | nt | -1 | -3
CC(Oc1ccc(F)cc1)C(=O)Nc1cc(C(F)(F)F)ccc1-n1cncn1 (configuration not stated) | nt | 1.2 | -0.6 | -3 | 6 | 0 | -7 | nt | 13 | -11
COc1ccc(C(=O)CC(=O)Nc2ccc([N+](=O)[O-])cc2)cc1 | 4 | 0.7 | -0.7 | -21 | -108 | 7 | -10 | -11 | 9 | -6
COc1cccc(C2(C)NC(=O)N(CC(=O)Nc3ccc(N4CCOCC4)cc3)C2=O)c1 (configuration not stated) | nt | 1.3 | i | 1 | 0 | 5 | -2 | nt | -10 | 7

Quoted at random: 3 records from the list
SMILES | SARS 3CLpro inh | TcdB GH inh | BH1578 lux ind | MazEF act | Rv3671c inh | PrPC surface inh | Y pestis TopoI | VHR inh abs | CCHFV vOTU inh | PriA SSB inh
COc1ccc(C(=O)CC(=O)Nc2ccc([N+](=O)[O-])cc2)cc1 | 4 | 0.7 | -0.7 | -21 | -108 | 7 | -10 | -11 | 9 | -6
CC(C)N1C(=O)C(=O)N(CC(=O)N(C)c2ccccc2)C1=O | nt | 2.4 | -2.7 | 6 | -11 | -4 | -7 | nt | -12 | -10
Cn1c(CCn2ccccc2=O)nc2cc(NC(=O)COc3ccccc3)ccc21 | -3 | 0.6 | -0.1 | 7 | 5 | -4 | 10 | 20 | 6 | -9

(continued)
SMILES | SARS 3CLpro inh | TcdB GH inh | BH1578 lux ind | MazEF act | Rv3671c inh | PrPC surface inh | Y pestis TopoI | VHR inh abs | CCHFV vOTU inh | PriA SSB inh
O=c1c2ccccc2nc(COc2ccccc2)n1/N=C/c1cn[nH]c1-c1ccccc1 | 0 | 1.7 | -3.1 | 4 | -24 | 4 | 7 | 7 | -4 | nt
CSc1nc(C)cc(OCC(=O)N/N=C/c2ccccc2O)n1 | -3 | nt | -0.6 | 3 | -2 | 2 | -4 | 16 | -15 | nt
CCC(C)c1ccc(NC(=S)NN2CCOCC2)cc1 (configuration not stated) | 1 | 1.6 | i | -3 | -7 | -7 | 1 | 5 | -13 | -3
COc1cc2nc3n(c(=O)c2cc1OC)-c1cc2ccccc2cc1C(=O)NC3CC(C)C (configuration not stated) | nt | -0.9 | -0.4 | 7 | nt | 5 | 29 | nt | 12 | nt
CCCN(CCC)c1nc(C#N)nc(N(CCC)CCC)n1 | 6 | 0.6 | -1.4 | -7 | 15 | 5 | 39 | -25 | -14 | -5
CCC(=O)c1ccc(OCC(=O)OCC(=O)Nc2cccc(S(=O)(=O)N3CCCC3)c2)cc1 | nt | 1.8 | i | 1 | 9 | -6 | 10 | nt | -9 | 0
Cc1cc(Cl)ccc1OCC(=O)OCC(=O)c1c(N)n(C)c(=O)n(C)c1=O | nt | -2.7 | -0.6 | 1 | -5 | 7 | 1 | nt | 7 | -10
CCN(c1ccccc1)S(=O)(=O)c1ccc(C(=O)NCCc2ccc(S(N)(=O)=O)cc2)cc1 | 2 | 1.1 | -0.3 | 4 | -11 | 10 | 3 | 6 | -11 | 5
CCCS(=O)(=O)NC(=O)C1(C)CCN(C(=O)C2(c3ccc(Cl)cc3)CCCC2)C1 (configuration not stated) | nt | 2.7 | -0.4 | nt | nt | 7 | 1 | nt | -4 | nt
CN=C(Nc1cccnc1)c1ccccc1 | 4 | 0.7 | i | 0 | -6 | -7 | -5 | 23 | -14 | -4
O=C1C2CC(CN3CCCCC23)C2CCCCN12 (configuration not stated) | nt | 0.4 | -0.5 | nt | nt | -2 | 1 | nt | -7 | nt
CCCC(=O)Nc1nnc(SCC(=O)NC2CC2)s1 | -1 | 1.0 | -0.1 | 0 | 7 | -8 | -7 | 10 | -3 | 0
CC(=O)Nc1ccc(CN2CCCN(C)CC2)cc1 | -3 | 1.1 | i | 2 | 6 | -5 | 0 | 5 | -5 | -13
COc1cccc(CNc2ccc(F)c([N+](=O)[O-])c2)c1O | 2 | 2.4 | i | -6 | 6 | -17 | -1 | 30 | -1 | 11
Cc1cccc(NC(=O)c2cccc(N3C(=O)C4C5CCC(C5)C4C3=O)c2)c1C (configuration not stated) | -2 | nt | 1.7 | 7 | -7 | -2 | -1 | 24 | 6 | -27
COc1ccc(Cn2c(CCC(=O)NCc3ccco3)nc3cccnc32)cc1 | -3 | nt | -0.4 | -17 | 0 | -11 | -5 | 29 | -5 | 7
CCOC(=O)c1c(C)c(C(=O)NCc2ccccc2OC)c(C)n1C | -1 | 1.8 | -0.1 | -15 | -13 | 6 | 4 | 24 | 6 | 0
Cc1cnc(C)c(Nc2nc(C(N)c3ccccc3)cs2)n1 (configuration not stated) | nt | 1.3 | -3.7 | nt | nt | -10 | 3 | nt | -8 | nt
Cc1ccc(NC(=O)CCN2CCN(CCO)CC2)cc1Br | 2 | 1.4 | -0.2 | 0 | 3 | -8 | 6 | 3 | 10 | 1
O=C(Nc1ccccc1)N1CCc2ccccc2C1 | 1 | nt | i | 4 | -2 | -4 | 10 | 9 | 16 | -14
CC(C)CC(=NNC(=O)c1ccncc1)c1cc(Cl)ccc1O | nt | -2.5 | i | -102 | nt | 16 | -2 | nt | 5 | 3
Cc1ccc(CCN=c2c([N+](=O)[O-])nn(-c3ccccc3)n2O)cc1 | 1 | 0.2 | i | 0 | 2 | -26 | 5 | 2 | 7 | -3
Cn1c(=O)c2c(nc(SCc3ccc(F)cc3)n2C)n(C)c1=O | -3 | -0.9 | i | -1 | 2 | 4 | 1 | 7 | -1 | -7
CN(Cc1ccccc1)C(=O)CCS(=O)(=O)c1ccc2c(c1)n(C)c(=O)c(=O)n2C | -2 | 1.1 | -0.2 | 7 | 9 | -10 | -1 | 2 | 15 | -13
Cc1csc(=O)n1CC(=O)OC(C)C(=O)Nc1ccc(N(C)C)cc1 (configuration not stated) | nt | 1.2 | -1.2 | -1 | nt | -4 | -11 | nt | -4 | 3
CC(C(=O)NCC1CCCCC1)N(C)CC(=O)Nc1ccc(N2CCOCC2)cc1 (configuration not stated) | 0 | 0.9 | i | 4 | -1 | -5 | 1 | 8 | -3 | -6
C[C@H](CO)N1C[C@H](C)[C@@H](CN(C)C(=O)Nc2ccc3c(c2)OCO3)Oc2c(cccc2N(C)C)C1=O | nt | 0.3&2.3 | -1.0 | 1 | 8 | -5 | 2 | nt | -7 | -8
COc1ccc(-c2ccnc3c(C#N)cnn23)cc1 | 5 | -1.4 | -0.3 | -1 | 2 | -1 | 0 | 2 | -194 | -7
Cc1ccc(S(=O)(=O)N(C)C)cc1NC(=O)COC(=O)c1ccc2c(c1)OCO2 | 1 | nt | i | 2 | -6 | 7 | -2 | 26 | -5 | 0
CC(Sc1ccsc1[N+](=O)[O-])C(=O)NCCc1ccc(Cl)cc1 (configuration not stated) | -2 | nt | 7.1 | -6 | 3 | -28 | -6 | 17 | 15 | -7
O=C(O)Cn1ccc2cc(S(=O)(=O)N3CCCCC3)ccc21 | nt | 0.5 | 0.8 | 4 | nt | 9 | 0 | nt | -5 | nt
O=C(NNC(=O)c1ccncc1)Nc1cccc(C(F)(F)F)c1 | -1 | 0.5 | i | 2 | nt | 5 | 3 | 2 | -5 | 5
COc1ccc(NC(=O)CSc2nc3c(cc2C#N)CN(C)CC3)cc1 | nt | nt | -1.0 | 16 | -4 | -3 | -16 | -6 | 5 | -7
COc1cc2[nH]c(=O)n(CCC(=O)N3CCC(N4CCCCC4)CC3)c(=O)c2cc1OC | -3 | nt | -0.4 | 5 | 6 | 3 | 2 | 24 | -8 | -21
CCOC(=O)CCC(NC(=O)c1cncc(O)c1)C(=O)OCC (configuration not stated) | 3 | nt | -0.3 | 3 | 0 | 1 | 8 | 12 | -3 | -20
Cc1noc(C)c1C(=O)Nc1cc(Cl)ccc1N1CCOCC1 | nt | 0.2 | -0.4 | -13 | 8 | 4 | -7 | nt | -6 | 4
S=C(Cc1ccccc1)NCCc1ccccc1 | nt | 1.1 | i | -2 | 3 | 5 | 9 | nt | -4 | -27
COc1ccc(C(=O)OCC(=O)c2ccc(C)c(S(=O)(=O)N3CCOCC3)c2)cc1OC | 0 | 0.2 | -2.3 | 8 | 2 | -1 | 23 | 25 | -13 | -18
CC1=C(C(=O)Nc2ccccc2C)C(c2ccc(C)o2)C2=C(CCCC2=O)N1 (configuration not stated) | 3 | 0.0 | i | -14 | 0 | -4 | -4 | 7 | 2 | 11
Cc1cccc(N2CCN(C(=O)c3ccc(CS(=O)Cc4ccc(Cl)cc4)o3)CC2)c1C (configuration not stated) | 6 | -2.7 | -0.6 | -1 | -2 | 9 | 17 | 6 | 12 | 14
CC(=O)C12CC(C)=C(C)CC1CC1C3CCC4=CC(=O)CCC4(C)C3CCC12C (configuration not stated) | nt | 1.7 | i | -2 | -7 | 2 | -4 | nt | -4 | 3
CCCNC(=O)C1(CC2CC(c3ccccc3)=NO2)CCN(C(=O)C2(C)CC2)CC1 (configuration not stated) | nt | 1.9 | 0.5 | 6 | 3 | 4 | 4 | nt | 9 | -3
CC(C)C(=O)Nc1ccc2c(c1)nc(CCN1CCN(C)CC1)n2C | 0 | -0.6 | -0.2 | -2 | -10 | 2 | -2 | -6 | 2 | -9
O=C1NC2(O)C(=O)c3ccccc3C2(O)N1 (configuration not stated) | -4 | -2.2 | -0.2 | 6 | 2 | 0 | -1 | -3 | -10 | -6
CC(C)NS(=O)(=O)c1ccc(NC(=O)c2cccnc2)cc1 | 5 | 1.2 | nt | 4 | -3 | 1 | 2 | 10 | -2 | 0&0
NC(=O)C1(N2CCCCC2)CCN(C2CC(=O)N(CCc3ccccc3)C2=O)CC1 (configuration not stated) | 0 | nt | -0.5 | 11 | -6 | -4 | -5 | 4 | 4 | -6
CN1CCN(c2oc(-c3ccc([N+](=O)[O-])cc3)nc2C#N)CC1 | 2 | 2.0 | i | 7 | -4 | -34 | -1 | 7 | -5 | -5
CCN(CC)C(=O)c1[nH]cnc1C(=O)N[C@H](C)c1ccccc1 | nt | -2.2 | -0.3 | 9 | 0 | 1 | 0 | nt | 20 | 4
CCCCNc1c(-c2ccc(Sc3ccc(OC)cc3)cc2)nc2cc(C)ccn12 | nt | -8.3 | 1.4 | -4 | 2 | 12 | 22 | nt | 15 | 37
Cc1ccc(C(=O)CCC(=O)N2CCN(C(=O)c3ccco3)CC2)cc1 | -2 | -1.6 | -0.2 | -8 | -5 | 0 | ? | 24 | -21 | -6
